From PubChem
aDG glyco act: alpha-DG glycosylation activation; 0.22% of 360,000 active; AID 624168; Pro5-aDG cells, alpha-DG glycosylation AlphaScreen (IIH6); 0% Pro5, 100% B10-LARGE cell signal; activation, % at 10 µM;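 active means activation of at least 8% versus controls, or a plate z-score of at least 8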;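 further: Pro5 are CHO cells carrying HIG-tagged alpha-DG that lacks glycosylation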
Vif inh: inhibitors of HIV Vif; HEK293T cells, Vif self-association by quenched fluorescence, imaging, 24 h; inhibition, % at 7.49 µM; 0.35% of 340,000 active; in the data active means inhibition above about 50%, passing the limit was not always enough; further: some results filed as inactive read as strong as hits
PDI inh: PDI (human) enzyme inhibition; AID 588391; PDI insulin aggregation turbidity, A650, 90 min; inhibition, % at 10 µM; 0.052% of 350,000 active; P07237;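 active means mean inhibition across replicates of 30% or more, whatever share of single replicates reach that level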;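 further: absorbance from insulin aggregation driven by PDI reduction with DTT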
Target sequence (P07237 whole entry, looked up): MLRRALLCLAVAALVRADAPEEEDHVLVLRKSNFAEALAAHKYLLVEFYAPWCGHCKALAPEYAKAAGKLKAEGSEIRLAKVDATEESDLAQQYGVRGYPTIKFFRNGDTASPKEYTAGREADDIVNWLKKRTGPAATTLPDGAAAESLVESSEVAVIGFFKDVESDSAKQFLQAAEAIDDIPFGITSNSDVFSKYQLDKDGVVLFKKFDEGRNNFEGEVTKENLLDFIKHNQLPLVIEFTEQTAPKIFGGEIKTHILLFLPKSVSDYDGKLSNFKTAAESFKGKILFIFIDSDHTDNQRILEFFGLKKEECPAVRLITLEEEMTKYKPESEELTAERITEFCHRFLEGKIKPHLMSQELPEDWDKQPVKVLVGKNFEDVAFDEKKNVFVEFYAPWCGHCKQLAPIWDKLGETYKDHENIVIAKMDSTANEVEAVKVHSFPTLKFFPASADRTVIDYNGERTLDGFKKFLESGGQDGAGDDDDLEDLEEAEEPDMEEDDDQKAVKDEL
HIF-2a block: inhibitors of HIF-2a; 786-0 RCC cells HIF-2a reporter, luciferase luminescence, overnight; inhibition, % at 18.8 µM; 0.72% of 360,000 active;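 active means inhibition of the luminescence signal of 40% or more relative to plate controls, in a single-dose primary screen at 18.75 µM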
Peg3 promoter: inhibitors of Peg3 promoter; 1.7% of 360,000 active; HeLa PEG-Prom luciferase reporter, luminescence, overnight; AID 588405; inhibition, % at 20 µM;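 active means inhibition of at least 50% at 20 µM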
NR2E3 ag-1: agonists of human NR2E3 nuclear receptor. 0.35% of 360,000 active. Q9Y5X4. CHO-S Gal4-NCOR/VP16-NR2E3 two-hybrid, luciferase. inhibition of corepressor binding, % at 3.98 µM. AID 602229;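 active means inhibition above the mean of all tested compounds plus 3 SD, cut at about 70% in these data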;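 further: 0% = DMSO with NR2E3 transfected cells and 100% = cells lacking NR2E3 construct; higher means lower luciferase signal from less NR2E3 corepressor binding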
Target sequence (Q9Y5X4 whole entry, looked up, the tested form may be a part): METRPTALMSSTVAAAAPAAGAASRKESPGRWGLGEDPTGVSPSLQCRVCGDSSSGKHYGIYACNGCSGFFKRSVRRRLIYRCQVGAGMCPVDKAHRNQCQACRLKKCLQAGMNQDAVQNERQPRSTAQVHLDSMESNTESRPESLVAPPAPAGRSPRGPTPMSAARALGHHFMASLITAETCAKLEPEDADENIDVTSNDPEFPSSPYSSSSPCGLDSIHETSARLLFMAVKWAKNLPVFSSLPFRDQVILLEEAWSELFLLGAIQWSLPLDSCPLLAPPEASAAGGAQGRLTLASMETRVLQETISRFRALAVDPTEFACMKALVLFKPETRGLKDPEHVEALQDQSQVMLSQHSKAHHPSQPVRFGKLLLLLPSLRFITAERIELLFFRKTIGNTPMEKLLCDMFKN
MITF TRPM1 inh: MITF TRPM1 promoter inhibition in SK-MEL-5 cells. SK-MEL-5 TRPM1 promoter luciferase, 24 h. inhibition, % at 12.5 µM. 0.83% of 330,000 active. AID 488899;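 active means mean inhibition across replicates of 60% or more, whatever share of single replicates reaches that level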; further: values of inactives mirror those of a sister screen read the other way
CaV13 FRET inh: Disruptors of the CACNA1D IQ motif to Ca2+-dependent inactivation inhibitor domain association, primary screening, Förster resonance energy transfer in intact living … | HEK cells, CFP/YFP FRET ICDI-IQ, plate reader, 10 min; percent FRET-ratio fall versus neutral wells | inhibition, % at 12.3 µM | 0.098% of 340,000 active | AID 743397;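 active means mean replicate inhibition of at least 30% and at least 1% of replicates passing that level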;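 further: 0% = median of the neutral control wells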
Granule exo inh: blocks lytic granule exocytosis | TALL-104 LAMP-1 surface exposure, flow cytometry; cells stimulated with thapsigargin and PMA | inhibition, % at 10 µM | 0.66% of 360,000 active;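 active means inhibition above about 55%, limit read from the data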
NR2E3 ag-2: activates human photoreceptor nuclear receptor NR2E3 | inhibition of corepressor binding, % at 4.78 µM | 0.12% of 320,000 active | Q9Y5X4 | AID 2300 | GST-NR2E3/biotin-RetCOR TR-FRET, 1536-well;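 active means percent inhibition above the cutoff of mean plus 3 SD of all tested compounds, set per screening campaign, cut at about 20% in these data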;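 further: 0% = DMSO wells and 100% = biotin wells as full block of FRET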
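Format: 1536-well format; test system: GST-NR2E3 and biotin-RetCOR proteins; read-out basis: percent inhibition of TR-FRET ratio; timing: 5 h incubation at 4 °C; detection: time-resolved FRET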
iPSC survival up: increases survival of single human iPS cells; hiPSC single-cell survival, ATPlite luminescence; 100% = ROCK inhibitor wells, 0% = DMSO; survival enhancement, % at 20 µM; 0.044% of 360,000 active; in the data active means survival enhancement above about 18%;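 further: cells exposed to compounds for 16 hours before the ATP read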
* marks the source's active call; other numbers are inactive results; nt = not tested or not shown.

item	SMILES	aDG glyco act	Vif inh	PDI inh	HIF-2a block	Peg3 promoter	NR2E3 ag-1	MITF TRPM1 inh	CaV13 FRET inh	Granule exo inh	NR2E3 ag-2	iPSC survival up
1	COc1ccc(CCNC(=O)Cn2c(-c3nonc3N)nc3ccccc32)cc1OC	0.0	-3	2	18	10	-11	7	nt	-1	3	-0.3
2	CC(C(=O)O)N(C(=O)c1ccccc1)c1ccc(F)cc1 (configuration not stated)	0.0	16	14	12	6	0	3	-4	-5	2	0.3
3	Cn1c2ccccc2c2c(C(=O)N3CCN(C(=O)c4ccco4)CC3)cn(C3CCCCC3)c(=O)c21	0.6	-1	0	24	25	2	2	-5	-1	-1	-2.4
4	CC(C)(C)C(=O)Nc1ccc(S(=O)(=O)N2CCCC2)cc1	-0.1	4	-2	17	3	15	6	0	3	-1	-0.3
5	CCCCC1OC2(C)OC(=N)C1(C#N)C(C#N)(C#N)C2c1ccccc1 (configuration not stated)	0.2	-3	3	0	23	12	7	-5	2	-2	-1.0
6	NC(=O)c1ccc2nc(NC(=O)c3ccc(N)cc3)sc2c1	-0.6	-14	11	-144	-79	-98	-15	-7	-7	nt	-1.8
7	COCCOC(=O)c1c(NC(=O)CNC2CCCc3ccccc32)sc(C(N)=O)c1C (configuration not stated)	-0.3	1	0	12	25	-24	38	-2	-1	0	0.9
8	CCN(C(=O)COC(=O)Cn1c(=O)oc2ccccc21)c1c(N)n(Cc2ccccc2)c(=O)[nH]c1=O	0.0	-5	3	-4	9	11	4	-4	2	nt	1.9
9	COc1cc(C2=NOC(C(=O)N3CCOCC3)C2)cc(OC)c1OC (configuration not stated)	-0.3	-4	12	10	14	-8	0	-4	-2	5	1.9
10	CC(C)(C)c1ccc(C(=O)NC(=S)NNC(=O)COc2ccccc2)cc1	0.6	-11	-5	-106	-59	-98	-17	-6	2	1	-0.4
11	O=C(Nc1cccc2ncccc12)c1ccc(-c2ccc(Br)cc2)o1	0.3	-17	-8	-127	11	-1	22	-4	4	4	2.5
12	O=C(c1ccc(F)cc1)C1CCN(C(=O)c2ccncc2)CC1	-0.2	nt	-2	-4	-2	-15	0	-4	-1	1	0.7
13	O=C(COc1ccc(-n2cnnn2)cc1)Nc1ccccc1OC(F)F	0.1	5	10	6	4	3	nt	-6	1	4	-0.4
14	CCOC(=O)CCc1c(C)c2ccc(OCC(=O)N3CCOCC3)c(C)c2oc1=O	0.2	nt	-1	-4	8	1	2	-4	-2	-1	-0.5
15	O=C(NC(C(=O)N/N=C/c1cccnc1)c1n[nH]c(=O)c2ccccc12)c1ccccc1 (configuration not stated)	-0.2	12	-4	9	3	-3	3	-2	-2	1	0.0
16	C=C1CC2C(=O)N(Cc3cc(OC)ccc3OC)C(C(=O)OCC)(C(=O)OCC)C1N2C(=O)OC(C)(C)C (configuration not stated)	-0.2	0	4	2	13	3	1	-10	1	-3	-1.6
17	O=C(Nc1cccc(Cl)c1)N1CCN(C2c3ccccc3-c3ccccc32)CC1	0.1	10	-1	19	23	-46	4	3	4	0	-0.6
18	COc1ccccc1C(=O)NCCN=C1NS(=O)(=O)c2ccccc21	0.0	-14	1	-14	-8	-24	-7	-7	-9	4	0.9
19	Cc1cccc(-n2c(SCc3ccc(C#N)cc3)nnc2-c2c[nH]c3ccccc23)c1	0.9	-12	11	26	19	-39	12	-8	48	5	1.6
20	Cc1ccc(S(=O)(=O)N2CCN(C(=O)c3cc4c(s3)CCC(C)C4)CC2)cc1 (configuration not stated)	0.1	2	-3	12	-5	-6	-8	nt	3	nt	0.1
21	Nc1c(C(=O)NCc2ccccc2)nnn1Cc1ccc(F)cc1	0.0	2	nt	6	4	5	-6	-3	-1	3	0.9
22	c1ccc(-c2nc(-c3ccccn3)no2)cc1	-0.1	nt	1	33	76*	-106	53	-5	-2	-1	-6.2
23	CCN(CC(=O)Nc1c(F)cccc1F)C(=O)CNC(=O)c1cccc(C)c1	0.1	1	-12	11	3	-12	-10	-20	7	-1	-0.6
24	Cc1cccc(CN2C(=O)c3ccccc3S(=O)(=O)c3ccc(C(=O)NCCCN4CCCC4)cc32)c1	0.5	-1	8	19	-20	6	1	-5	16	1	-0.2
25	CC1CCN(CC(=O)NCCc2ccc(F)cc2)CC1	-0.1	-6	0	8	2	-7	5	-9	-2	1	-0.4
26	Nc1nc(NCC2CCCO2)nc(Nc2ccc(F)cc2)c1[N+](=O)[O-] (configuration not stated)	-0.4	-18	-8	14	24	0	-5	-6	-2	1	2.2
27	CCc1ccccc1N(CC(=O)NCc1ccco1)C(=O)CCC(=O)Nc1ccccn1	-0.1	-8	8	4	9	9	-4	-2	0	5	-0.4
28	CCCN1CCN(S(=O)(=O)c2ccc3c(c2)NC(=O)C(C)S3)CC1 (configuration not stated)	-0.2	6	-4	1	0	5	3	-2	0	5	1.7
29	COc1cc(/C=C2/SC(=S)N(CC(=O)O)C2=O)ccc1OC(=O)c1ccco1	0.0	15	17	1	-11	-27	-7	-3	-8	7	0.0
30	Cc1cc(C)nc(NC2=NC3CCCCC3N2)n1 (configuration not stated)	0.2	nt	-14	-1	8	-12	5	-5	6	-2	-3.2

Quoted from the listing.
O=C(COc1ccc(-n2cnnn2)cc1)Nc1ccccc1OC(F)F in NR2E3 ag-1 has 3
COc1cc(/C=C2/SC(=S)N(CC(=O)O)C2=O)ccc1OC(=O)c1ccco1 in CaV13 FRET inh has -3

(further entries)
item	SMILES	aDG glyco act	Vif inh	PDI inh	HIF-2a block	Peg3 promoter	NR2E3 ag-1	MITF TRPM1 inh	CaV13 FRET inh	Granule exo inh	NR2E3 ag-2	iPSC survival up
31	CC(=O)c1ccc(OCc2nnn(CC(=O)NS(=O)(=O)Cc3ccccc3)c2-c2ccccc2)cc1	-0.2	-4	-68	8	-3	20	nt	-6	-2	nt	0.4
32	CCN(C1CCCCC1)S(=O)(=O)c1ccc(OC)c(C)c1	0.3	-21	-8	16	27	-4	1	nt	0	3	-1.6
33	CC(OC(=O)c1ccccc1NCc1ccco1)C(=O)Nc1ncc(Cl)cc1Cl (configuration not stated)	1.3	19	13	-3	16	9	3	-6	-6	2	-1.4
34	CS(=O)(=O)c1ccc(C(=O)Nc2ccc(N3CCCCC3)cc2)c(Cl)c1	0.0	-1	-9	-4	-9	-3	-4	-6	0	-2	-2.3
35	Cc1cc(-c2ccc(NC(=O)[C@@H]3CCCC[C@@H]3C(=O)O)c(C)c2)ccc1NC(=O)[C@@H]1CCCC[C@@H]1C(=O)O	0.2	-10	5	-2	3	-24	12	-5	-1	-2	-0.7
36	CN(c1ccccc1)S(=O)(=O)c1cccc(NC(=O)c2ccc(Cl)c([N+](=O)[O-])c2)c1	1.2	-9	6	0	93*	7	25	-6	-1	nt	-3.9
37	O=C(Nc1ccccn1)C1CCN(S(=O)(=O)c2cccc3nonc23)CC1	-0.1	4	8	11	10	-16	4	-2	1	4	1.0
38	CC(/C=N/NC(=O)c1nnn(-c2nonc2N)c1CN1CCCCC1)c1ccccc1 (configuration not stated)	0.2	14	nt	0	-4	-23	0	-2	7	0	0.7
39	CCOC(=O)N1CCN(C(c2cccnc2)c2ccc3cccnc3c2O)CC1 (configuration not stated)	-0.5	-2	16	13	4	-19	12	-7	5	-2	4.2
40	CCCc1nc2oc3c(OCC)ncnc3c2c2c1COC(C)(C)C2	0.4	2	8	8	7	-9	6	-8	-2	-1	-0.2
41	COCCn1c(SCC(=O)Nc2nnc(C)s2)nnc1-c1ccncc1	1.5	9	-2	6	1	11	1	-4	0	5	-1.7
42	CCOC(=O)[C@H]1[C@H]2COc3ccc(Cl)cc3[C@@H]2N2C(=O)c3ccccc3NC(=O)[C@@]12C	0.6	2	-1	-4	8	6	-5	-12	-1	1	-1.9

13 compounds out of the list, arranged by molecular weight, falling:
item	SMILES	aDG glyco act	Vif inh	PDI inh	HIF-2a block	Peg3 promoter	NR2E3 ag-1	MITF TRPM1 inh	CaV13 FRET inh	Granule exo inh	NR2E3 ag-2	iPSC survival up
35	Cc1cc(-c2ccc(NC(=O)[C@@H]3CCCC[C@@H]3C(=O)O)c(C)c2)ccc1NC(=O)[C@@H]1CCCC[C@@H]1C(=O)O	0.2	-10	5	-2	3	-24	12	-5	-1	-2	-0.7
31	CC(=O)c1ccc(OCc2nnn(CC(=O)NS(=O)(=O)Cc3ccccc3)c2-c2ccccc2)cc1	-0.2	-4	-68	8	-3	20	nt	-6	-2	nt	0.4
36	CN(c1ccccc1)S(=O)(=O)c1cccc(NC(=O)c2ccc(Cl)c([N+](=O)[O-])c2)c1	1.2	-9	6	0	93*	7	25	-6	-1	nt	-3.9
42	CCOC(=O)[C@H]1[C@H]2COc3ccc(Cl)cc3[C@@H]2N2C(=O)c3ccccc3NC(=O)[C@@]12C	0.6	2	-1	-4	8	6	-5	-12	-1	1	-1.9
27	CCc1ccccc1N(CC(=O)NCc1ccco1)C(=O)CCC(=O)Nc1ccccn1	-0.1	-8	8	4	9	9	-4	-2	0	5	-0.4
38	CC(/C=N/NC(=O)c1nnn(-c2nonc2N)c1CN1CCCCC1)c1ccccc1 (configuration not stated)	0.2	14	nt	0	-4	-23	0	-2	7	0	0.7
29	COc1cc(/C=C2/SC(=S)N(CC(=O)O)C2=O)ccc1OC(=O)c1ccco1	0.0	15	17	1	-11	-27	-7	-3	-8	7	0.0
39	CCOC(=O)N1CCN(C(c2cccnc2)c2ccc3cccnc3c2O)CC1 (configuration not stated)	-0.5	-2	16	13	4	-19	12	-7	5	-2	4.2
41	COCCn1c(SCC(=O)Nc2nnc(C)s2)nnc1-c1ccncc1	1.5	9	-2	6	1	11	1	-4	0	5	-1.7
37	O=C(Nc1ccccn1)C1CCN(S(=O)(=O)c2cccc3nonc23)CC1	-0.1	4	8	11	10	-16	4	-2	1	4	1.0
28	CCCN1CCN(S(=O)(=O)c2ccc3c(c2)NC(=O)C(C)S3)CC1 (configuration not stated)	-0.2	6	-4	1	0	5	3	-2	0	5	1.7
32	CCN(C1CCCCC1)S(=O)(=O)c1ccc(OC)c(C)c1	0.3	-21	-8	16	27	-4	1	nt	0	3	-1.6
30	Cc1cc(C)nc(NC2=NC3CCCCC3N2)n1 (configuration not stated)	0.2	nt	-14	-1	8	-12	5	-5	6	-2	-3.2
